TAG inh: triacylglycerol accumulation inhibition. H9c2 cells, Nile Red lipid (TAG) fluorescence; cells loaded with 200 µM oleic acid. inhibition, % at 12.5 µM. 230,000 tested, 0.66% active. AID 651582;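 active = pattern-corrected inhibition of lipid staining of at least 50% with the nuclear-stain viability signal not falling by more than 50%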;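 note: 0% = DMSO wells and 100% = triacsin C control wells; some results filed as inactive read as strong as hits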
TAG inh DAPI viability: second read-out of TAG inh, no call of its own (marks repeat the call); DAPI nuclei signal change (viability), lower = more cytotoxic, %;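 whole-well DAPI fluorescence read on a plate reader as a viability signal; minus 50 percent equals half of cells still viable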
The depositor's hits bear a star.

SMILES | TAG inh | TAG inh DAPI viability
C=CCn1c(SCc2ccccc2C#N)nnc1-c1ccccc1O | 17.7 | -10.7
COc1ccc2c(c1OC)C(C1c3c(cc4c(c3OC)OCO4)CCN1C)OC2=O (stereo not drawn) | 19.7 | -6.3
O=C(CN1C(=O)C2C3CCC(C3)C2C1=O)OCC(=O)c1cccc([N+](=O)[O-])c1 (stereo not drawn) | 2.6 | 8.7
CCOC(=O)C1CCN(C(=O)c2cnn3c(C)cc(C)nc23)CC1 | 4.9 | 11.5
CCNc1nc2nonc2nc1NCC | -5.7 | 7.2
CCOC(=O)N1CCC(c2cc(=O)n3[nH]ccc3n2)CC1 | 0.5 | 2.8
O=C(NCCCC(=O)N1CCOCC1)c1cccnc1 | 12.5 | 8.2
O=C(Nc1ccccc1)C(Cc1cccs1)c1nn[nH]n1 (stereo not drawn) | -1.9 | 2.7
O=C(COC(=O)c1cccc(F)c1)Nc1cccc(S(=O)(=O)N2CCOCC2)c1 | -9.3 | -1.3
COc1ccc(C(NC(=O)c2ccc(-c3ccccc3)cc2)c2ccccc2)cc1 (stereo not drawn) | 23.9 | -9.1
COc1ccncc1-c1ccccc1C1=CC(=O)CC(C)(C)C1=O | -11.4 | 7.8
O=C(OCC(=O)N1CCCc2ccccc21)c1cnc(Cl)c(Cl)c1 | 10.0 | -6.2
COc1ccc(NC(=O)CSc2nc3ccccc3nc2N2CCCC2)c(OC)c1 | 20.2 | 6.1
CCC(CC)C(=O)NCc1ccccc1Cl | -16.7 | 2.1
Cc1cc(C)nc(SCC(=O)N(C)CC(=O)Nc2c(Cl)cccc2Cl)n1 | 8.1 | -2.7
CC(=O)Nc1ccc(SC[C@H](Cc2ccccc2)N2CCN(CCc3ccccc3)CCC2=O)cc1 | 11.0 | -11.3
Cc1cc(C)c(NC(=O)CSCc2c(C)noc2C)c(Cl)c1 | -6.5 | -9.6
CC(NC(=O)c1cccc(S(=O)(=O)N2CCN(Cc3ccccc3)CC2)c1)c1ccc(Br)cc1 (stereo not drawn) | -16.8 | -5.5
Cc1noc(C)c1C(=O)Nc1nc(-c2cccs2)cs1 | -19.3 | 2.6
Cc1cccc(NCC(=O)N/N=C\c2cccn2C)c1 | -8.9 | 3.7
O=C1CC[C@@H](O)CCN1CC[C@H](Sc1ccccc1)c1ccccc1 | -4.0 | -5.2
COc1ccc(NC(=O)CCNC(=O)Cn2cnc3ccccc3c2=O)c(OC)c1 | -15.8 | -3.0
CNc1ccc(C(O)(C(F)(F)F)C(F)(F)F)cc1C(O)(C(F)(F)F)C(F)(F)F | -30.4 | 15.9
NC(=O)CSc1nnc(-c2cc3ccccc3o2)n1Cc1ccccc1 | -25.9 | -1.9
Cc1ccc2c(C)c(C(=O)NCc3ccc(S(N)(=O)=O)cc3)oc2c1 | -17.4 | -9.6
COc1ccc(C(=O)N/N=C/c2ccc3cccc(OCc4ccccc4)c3n2)cc1 | 8.9 | 44.8
CC(=O)c1ccc([C@H]2C[C@@]34CN(C(=O)OC(C)(C)C)S(=O)(=O)[C@H]3C[C@H]2O4)cc1 | -7.9 | 0.9
CCNC(=O)N1CCN(CCCC(c2ccc(F)cc2)c2ccc(F)cc2)CC1 | -29.1 | 16.9
COc1cc(C(=O)Nc2cc(C(F)(F)F)ccc2Cl)cc(OC)c1OC | 7.6 | 7.6
CC(=O)Nc1ccc(S(=O)(=O)N(C)S(=O)(=O)c2ccc(F)cc2)cc1 | -4.4 | 1.1

Record cards (already shown):
Listed for NC(=O)CSc1nnc(-c2cc3ccccc3o2)n1Cc1ccccc1 : TAG inh: -25.9; TAG inh DAPI viability: -1.9
Listed for Cc1cc(C)c(NC(=O)CSCc2c(C)noc2C)c(Cl)c1 : TAG inh: -6.5; TAG inh DAPI viability: -9.6

Further compounds.
SMILES | TAG inh | TAG inh DAPI viability
COc1ccc(Cl)cc1NC(=O)CSc1ncnc2c1oc1ccccc12 | -14.7 | -14.6
NCCCC[C@H]1CNC(=S)N1CCc1cc(C(F)(F)F)cc(C(F)(F)F)c1 | 0.7 | -2.0
CN(C)CCNC(=O)Cc1ccc([N+](=O)[O-])cc1 | -3.2 | -2.7
CCNc1nc(NCC)nc(SCCOC(=O)c2ccccc2)n1 | -29.4 | 3.8
CCOc1ccc(C2C(C(=O)Nc3ccccc3)=C(C)N=c3s/c(=C/c4cccc(OCC(=O)O)c4)c(=O)n32)cc1 (stereo not drawn) | -8.2 | 14.0
Cn1nc(C(F)(F)F)c2cc(C(=O)Nc3ccc(C(F)(F)F)cc3)sc21 | 1.6 | -8.4
COc1cccc2sc(N3CCN(C(=O)c4ccco4)CC3)nc12 | 15.2 | -6.0
CCOc1ccc(-c2[nH]ncc2Oc2ccccc2OCC)c(O)c1 | -24.3 | 7.4
COc1cccc(OC)c1C(=O)NC(=S)N1CCN(c2ccc(C(F)(F)F)cc2[N+](=O)[O-])CC1 | -0.5 | -3.4
CCOC(=O)C1(CC2CC2)CCN(Cc2cnc(N(C)C)s2)CC1 | -9.8 | 6.7
CC(=O)c1ccc(NCC2COc3ccccc3O2)c([N+](=O)[O-])c1 (stereo not drawn) | 2.6 | -0.3
CN(C)CCNC(=O)NC1CCCCC1 | 4.0 | -1.8
CCN(CC(=O)NCc1cccs1)C(=O)CCC(=O)c1ccc(C)cc1 | -10.0 | -2.3
COc1ccccc1C(=O)Oc1ccc(N2C(=O)CCC2=O)cc1 | -2.8 | -5.3
Cc1ccc(NC(=O)COc2cccc(Oc3ccccc3)c2)cc1S(=O)(=O)N1CCOCC1 | -9.8 | -7.9
CCOC(=O)N1CCC(NC(=O)c2cc3cc4cc(OC)ccc4nc3o2)CC1 | 12.4 | 33.0
CCOC1=CC(=O)OC(c2ccccc2)C1 (stereo not drawn) | -12.3 | 4.3
CCOC(=O)C1CCN(C(=O)c2ccc(Cl)c(S(=O)(=O)N3CCCC3)c2)CC1 | 3.0 | 3.0
CC(NC(=S)Nc1cccc(F)c1)C(c1cccs1)N1CCOCC1 (stereo not drawn) | -12.9 | 1.7
COc1ccc(/C=C/C(=O)NC(=S)NCc2ccccc2)cc1OC | 12.5 | -1.3
CCc1cc2cc(C)cc(C)c2nc1Cl | -5.9 | -0.8
Cc1cc(/C=C2\SC(=S)N(C)C2=O)c(C)n1-c1ccccc1O | -25.4 | -3.4
O=C1CCCCC1(CCc1ccncc1)CCc1ccncc1 | -20.5 | 4.8
Cc1cc(C)c(C(CC(=O)c2cccs2)C(C#N)C#N)c(C)c1 (stereo not drawn) | 15.3 | -2.2
O=C(CCCOc1ccc(Cl)cc1Cl)Nc1ncccn1 | -14.2 | 4.2
O=S(=O)(CS(=O)(=O)Oc1ccccc1)Oc1ccccc1 | -14.9 | 2.4
NC(=O)C(c1ccc(Cl)cc1Cl)c1ncc(C(F)(F)F)cc1Cl (stereo not drawn) | -3.9 | -3.1
O=C(O)c1ccc(CSc2nnc(-c3ccccc3)n2-c2ccccc2)cc1 | -1.3 | 2.4
COc1ccc(S(=O)(=O)N2CCCCC2)cc1NC(=O)c1cncc(Br)c1 | 13.7 | 0.6
O=C(CSc1ccc2nnc(-c3ccccn3)n2n1)NCC1CCCO1 (stereo not drawn) | -1.8 | -2.6
O=C1C=CN2CCOCC2C1 (stereo not drawn) | -8.6 | 6.5
C/C(=C\c1ccco1)C1C(C#N)=C(N)Oc2n[nH]c(-c3ccccc3)c21 (stereo not drawn) | -22.9 | 3.2
CC(=O)c1ccc(S(=O)(=O)NCC(=O)N2CCN(C/C=C/c3ccccc3)CC2)cc1 | 10.8 | -0.9
Cc1ccccc1NC(=O)NC(C)(C)CC(C)(C)C | -15.4 | 6.8
CCOc1ncccc1C(=O)OCc1ccc(C(=O)OC)cc1 | 4.8 | -9.3
O=C(Nc1ccccc1)c1ccc(-c2ccccc2)s1 | -4.0 | 6.9
Cc1ccc(C23CC4CC(CC(NC(=O)NCCN(C)C)(C4)C2)C3)cc1 | 0.1 | 17.7
CCCC(=O)Nc1ccc(S(=O)(=O)N2CCC(c3nc4ccccc4[nH]3)CC2)cc1 | 17.6 | -16.8
Cc1ccc(N/N=C/C=C/c2ccco2)cc1 | 7.9 | 88.9
CCn1cc(CNCc2cn(C)nc2-c2ccc(C3CCCCC3)cc2)cn1 | 13.7 | 7.5
COc1cc(N2C(=O)CC3(CCCC3)CC2=O)cc(OC)c1OC | -7.1 | 3.4
CC(C)n1nc(C(=O)Nc2nc3ccccc3[nH]2)c2ccccc2c1=O | 15.8 | 7.6
Oc1cc2c(cc1CN1CCN(c3ncccn3)CC1)OCO2 | 2.7 | 0.8
COc1cc(C)nc(NC(=S)N(C)C(=O)c2ccccc2)n1 | -2.9 | -0.6
CCCNC(=O)C1CC(=O)N(c2ccc(OCC)cc2)C1 (stereo not drawn) | 9.3 | -3.1
COc1ccc(/C(C)=N/NC(=O)c2nc(C)cc(C)n2)cc1 | 8.0 | -5.6
CCN(CC)C(=O)C1=C(C)N(Cc2ccc(C(C)(C)C)cc2)C(=O)C(CC(=O)NCC2CCCCC2)C1 (stereo not drawn) | 4.6 | -2.9
CCN(CC(=O)Nc1c(F)cccc1F)C(=O)CSCc1ccc(C)cc1 | 17.9 | 2.6
Cc1nc2c(ccc3c([N+](=O)[O-])cccc32)c(C)c1C | 9.9 | 1.2
CCOc1ccc(Oc2nc(NCC(C)C)nc(N(C)C)n2)nn1 | -4.5 | -1.0
Cc1cc(C(=O)N2CCc3ccccc32)n(-c2ccccc2)n1 | -21.7 | 11.3
Clc1ccc2oc(-c3ccccc3)nc2c1 | -10.6 | -6.8
CC(=O)Nc1ccc(OCC(O)Cn2cccn2)cc1 (stereo not drawn) | 3.3 | 5.2
Nc1ncc(-c2nnnn2-c2ccc(Cl)cc2)c(-c2ccc(Cl)cc2)n1 | 29.0 | -20.1
CCCc1cc(=O)[nH]c(SCC(=O)N(CCOC)c2c(N)n(Cc3ccccc3)c(=O)[nH]c2=O)n1 | 13.1 | -4.3
N#C/C(=C\c1ccc(Cl)cc1)C(=O)NC1CC1 | -4.4 | -1.3
CCOc1ccc(NC(=O)CN(C)C(=O)c2ccc(NC3CC3)c([N+](=O)[O-])c2)cc1OCC | 24.5 | -1.4
OC(COCC1COc2ccccc2O1)CN1CCN(c2ccccc2)CC1 (stereo not drawn) | 3.2 | 0.6
CCOc1ccc(NCC(=O)c2ccc(C)cc2)cc1 | -34.4 | 19.3
COCC(C)NC(=O)c1nn(Cc2ccccc2)c(=O)c2ccccc12 (stereo not drawn) | -1.1 | 0.0
Further entries follow.
SMILES | TAG inh | TAG inh DAPI viability
O=C(CCC(=O)N1CCN(c2ccccc2F)CC1)c1ccc(F)cc1 | -11.9 | 5.2
O=C(C1=C[C@@H](c2ccc(C(F)(F)F)cc2)C[C@@H](OCCCCO)O1)N1CCOCC1 | -8.6 | 1.5
CCOC(=O)C1(C(C)(C)CC)CC(CSc2nc3ccccc3[nH]2)OC1=O (stereo not drawn) | -11.2 | 7.5
Cc1nc(NC(=O)CSc2nnc(C3CC3)n2N)c(Cl)cc1Cl | 14.8 | -6.7
N#Cc1c(N)n(-c2ccc(O)cc2)c2nc3ccccc3nc12 | 0.5 | -2.9
CC(=O)c1cccc(CN2CCCC(C(=O)Nc3ccc(-c4ccco4)cc3)C2)c1 (stereo not drawn) | 3.5 | -6.0
CCOc1cc(CNn2cnnc2)cc(Br)c1OCC(=O)NC1CCCCC1 | 21.8 | -2.5
COc1cccc(NC(=O)CN(C)C(=O)c2cccnc2Sc2ccc(C)c(C)c2)c1 | -8.0 | -6.2
NS(=O)(=O)c1ccc(NC(=O)COC(=O)c2ccc3c(c2)OCCO3)cc1 | 3.5 | -8.2

In the list so far, five have two or more sulfur atoms:
SMILES | TAG inh | TAG inh DAPI viability
Cc1noc(C)c1C(=O)Nc1nc(-c2cccs2)cs1 | -19.3 | 2.6
CC(=O)Nc1ccc(S(=O)(=O)N(C)S(=O)(=O)c2ccc(F)cc2)cc1 | -4.4 | 1.1
CC(NC(=S)Nc1cccc(F)c1)C(c1cccs1)N1CCOCC1 (stereo not drawn) | -12.9 | 1.7
Cc1cc(/C=C2\SC(=S)N(C)C2=O)c(C)n1-c1ccccc1O | -25.4 | -3.4
O=S(=O)(CS(=O)(=O)Oc1ccccc1)Oc1ccccc1 | -14.9 | 2.4

Bioassay records from PubChem.

Only part of the results is shown. The share of hits here may be higher or lower than overall.
